phage Ecoli inh – growth loss of phage-infected E. coli, primary screen, RecBCD inhibitor project, absorbance, with phage, HTS | inhibition, % at 11.9 µM | 360,000 compounds, 0.26% hits | AID 651602, 2012; in the data active = inhibition above about 11%
Mot1-301 SUMO – yeast Mot1-301 growth rescue at high temperature, primary screen, SUMOylation pathway inhibitor project, S. cerevisiae, ATP luminescence, 38.5C; growth rescue, % at 18.8 µM; S. cerevisiae Mot1-301 growth rescue; percent above DMSO median, 100 means doubled; 320,000 compounds, 1% hits;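 active = every valid replicate shows activation above 250% relative to neutral control wells; inactive = the rest, any valid replicate at or below 250%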;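 note: OY570 slx delta 5 strain wells were the positive control but not used for scaling; some compounds called inactive have numbers as strong as hits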
OPRM1-OPRD1 inv – inverse agonists of MOR-DOR heterodimerization, primary screen, cell-based, luminescence | Mu-type opioid receptor (Homo sapiens) + Delta-type opioid receptor (Homo sapiens), … | cell-based MOR-DOR heterodimer luminescence, inverse agonism | inhibition, % at 9.3 µM | 340,000 compounds, 0.21% hits | AID 504357, 2011; in the data active = inhibition above about 22%, passing the limit was not always enough;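 note: 0% = cells with DMSO and 100% = wells without cells with DMSO; values of inactives mirror those of a sister screen read the other way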
E coli growth – E. coli V3065 growth inhibition, primary screen, counter-screen for AddAB inhibitor project, absorbance, OD600 | 18 h | inhibition, % at 11.9 µM | 330,000 compounds, 0.27% hits;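 active = inhibition above the campaign's mean inhibition across all tested compounds plus 3 SD, cut at about 9.9% in these data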;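 note: uninfected addAB+ strain grown without phage in ampicillin broth; 0% = DMSO wells and 100% = ciprofloxacin 0.95 µg/ml wells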
DSG3 Ab inh – inhibitors of pemphigus antibody binding to DSG3, primary screen, biochemical, bead-based, flow cytometry, scFv-GFP. Desmoglein-3 (Homo sapiens), P32926. DSG3-coupled beads, scFv-anti-DSG3-GFP binding; active compounds read low. binding (percent of control), % at 10 µM. 310,000 compounds, 0.48% hits;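 active = binding more than 3 SD below its plate's average and above zero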;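 note: hits lower antibody fragment binding to DSG3; some compounds called inactive have numbers as strong as hits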
HTR5A ag – HTR5A agonists in luminescence cell assay, primary screen, counter-screen for OPRM1-OPRD1 heterodimer agonist project, full-deck HTS; 340,000 compounds, 0.61% hits; activation, % at 9.3 µM; cell-based; AID 504692, 2011; 5-hydroxytryptamine receptor 5A (Homo sapiens), P47898; in the data active = activation mostly above about 9.5%, no sharp cut-off; inactive = mostly below about 7.6%;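 note: 0% = cells with vehicle only and 100% = reference agonist; strong numbers were not always called active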
Target sequence (P47898 whole entry, looked up): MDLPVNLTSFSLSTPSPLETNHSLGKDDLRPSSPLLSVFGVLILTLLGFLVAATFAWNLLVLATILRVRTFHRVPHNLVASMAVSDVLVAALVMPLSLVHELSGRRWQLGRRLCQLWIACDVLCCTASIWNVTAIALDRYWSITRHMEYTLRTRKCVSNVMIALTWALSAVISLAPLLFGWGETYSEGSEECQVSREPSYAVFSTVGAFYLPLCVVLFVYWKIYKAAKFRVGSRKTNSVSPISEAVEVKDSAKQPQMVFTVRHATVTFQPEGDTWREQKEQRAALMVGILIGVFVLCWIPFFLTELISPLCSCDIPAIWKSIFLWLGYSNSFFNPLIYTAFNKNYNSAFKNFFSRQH
HTR5A inv ag – HTR5A inverse agonists in luminescence cell assay, primary screen, counter-screen for OPRM1-OPRD1 heterodimer inverse agonist project, full-deck HTS; 5-hydroxytryptamine receptor 5A (Homo sapiens), P47898; HTR5A cell line, inverse agonism; inhibition, % at 9.3 µM; 340,000 compounds, 0.083% hits; AID 504634, 2011; in the data active = inhibition mostly above about 23%, no sharp cut-off; inactive = mostly below about 18%;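 note: 0% = cells with DMSO and 100% = no-cell wells with DMSO; some compounds called inactive have numbers as strong as hits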
PfHsp90 set2 – growth inhibition of PfHsp90-expressing yeast, primary screen, antimalarial PfHsp90 inhibitor project, S. cerevisiae, BacTiter-Glo luminescence, single point, set 2; BacTiter-Glo ATP, 48 h; yeast lacking PDR1 and PDR3 efflux regulators; inhibition, % at 9.4 µM; 310,000 compounds, 0.32% hits; AID 504621, 2011;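 active = every replicate shows inhibition above about 80%, whatever the replicate mean, limit read from the data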;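 note: 0% = DMSO neutral controls and 100% = 20 µM radicicol positive controls; yeast relying on Plasmodium falciparum Hsp90 in place of its own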
MOR-DOR ag – agonists of OPRM1-OPRD1 heterodimerization, primary screen, cell-based, luminescence | cells | activation, % at 9.3 µM | AID 504326, 2011 | 340,000 compounds, 0.3% hits | Mu-type opioid receptor (Homo sapiens) + Delta-type opioid receptor (Homo sapiens), …; in the data active = activation above about 18%;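 note: 0% = vehicle-treated cells and 100% = reference agonist; values of inactives mirror those of a sister screen read the other way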
AddAB inh – growth inhibition of E. coli expressing H. pylori AddAB, primary screen, AddAB inhibitor project, absorbance. inhibition, % at 11.9 µM. 330,000 compounds, 0.29% hits. AID 435030, 2010; in the data active = inhibition above about 12%;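 note: 0% = vehicle wells of infected cells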
PKA-R1A act – activators of PKA-R1A holoenzyme, primary screen, biochemical, fluorescence polarization, Cy5-IP20, bovine R1A, mouse PKAc | activation, % at 11.4 µM | cAMP-dependent protein kinase type I-alpha regulatory subunit (Bos taurus) + … | PKA-R1A dissociation; scaled: DMSO 0%, 113 µM cGMP 100% | 340,000 compounds, 0.083% hits;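 active = percent activation above the mean of all tested compounds plus 3 SD, cut at about 19% in these data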;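 note: higher means more PKAc released from R1A so a rise in polarization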
An asterisk follows results filed as active; . = not tested or not shown.

Fields: phage Ecoli inh | Mot1-301 SUMO | OPRM1-OPRD1 inv | E coli growth | DSG3 Ab inh | HTR5A ag | HTR5A inv ag | PfHsp90 set2 | MOR-DOR ag | AddAB inh | PKA-R1A act
- COC(=O)c1c(-c2cccs2)csc1NC(=O)c1cccnc1
  0.7 | . | 0 | 0.2 | 113 | -2 | 6 | -11 | 0.0 | -0.5 | -11
- COc1ccc(OC)c(S(=O)(=O)N2CCC(C(=O)NCCc3ccccc3)CC2)c1
  2.4 | 0 | 9 | -0.4 | 100 | 4 | -13 | -27 | -1.6 | -1.6 | -2
- COc1cccc(/C=c2\s/c(=C/C(=O)c3ccc(C)cc3)[nH]c2=O)c1OC
  1.3 | 32 | 0 | -4.0 | 122 | 5 | -8 | 8 | 0.0 | -3.8 | -3
- c1ccc2sc(NC3=NCN(C4CCCCCC4)CN3)nc2c1
  -0.1 | 231 | 4 | 0.4 | 97 | 0 | -2 | -5 | -0.8 | 2.0 | -4
- COc1ccc(C(=O)Oc2ccc(C(C)=O)cc2)c(OC)c1
  0.8 | -6 | 15 | 0.2 | 102 | 1 | -9 | -4 | -3.6 | 1.4 | -4
- O=C(CCc1ccccc1)N1CCCN(C(=O)CCc2ccccc2)CC1
  0.4 | 2 | 6 | -0.8 | 98 | 0 | 1 | 16 | -0.9 | 0.3 | 3
- CSc1ccc(CCNC(=O)c2cc(-c3ccccc3)c(N3CCOCC3)s2)cc1
  3.8 | 29 | 3 | -2.3 | 101 | 7 | 7 | -13 | -0.5 | -1.7 | -3
- O=C1NCCN(Cc2ccc(Cl)c(F)c2)C1CC(=O)N1CCc2ccccc2C1 (configuration not stated)
  1.2 | -3 | 6 | 1.5 | 101 | 0 | 1 | -28 | -1.2 | 3.6 | -1
- COc1ccc(CCN(C)CC(O)COc2c(C)ccc(C)c2C)cc1OC (configuration not stated)
  0.5 | -23 | -2 | 1.1 | 92 | 0 | -1 | 4 | 0.4 | -1.2 | -5
- CCS(=O)(=O)c1ncc(Cl)c(C(=O)Nc2ccc(S(=O)(=O)N(C)c3ccccc3)cc2)n1
  0.5 | 5 | 2 | -4.3 | 142 | 0 | -1 | 4 | -0.4 | 0.0 | -6
- Cc1ccc(Cn2c(=S)[nH]c3ccccc3c2=O)cc1
  2.8 | 5 | -58 | -1.7 | 101 | 3 | -12 | -25 | 13 | 3.2 | 10
- CC1=NN(c2cccc(Cl)c2)C(=O)C12CC(C)=C(C)CS2 (configuration not stated)
  2.8 | 215 | -32 | -0.6 | 102 | 6 | -18 | -23 | 5.2 | 0.3 | 3
- Cc1cc(C)c(NC(=O)CN(C)S(=O)(=O)c2ccc3c(c2)n(C)c(=O)c(=O)n3C)c(C)c1
  2.4 | 5 | 2 | 0.4 | . | -2 | 2 | 10 | -0.4 | 3.4 | -3
- O=C(Nc1cccc(O)c1)c1cc(-c2ccccc2Cl)on1
  0.7 | -10 | -14 | -1.1 | 109 | 6 | -23 | 1 | 2.9 | 0.3 | -13
- CCOC(=O)N1CCC(NC(=O)CCC(=O)N2CCOc3ccc(Cl)cc32)CC1
  2.9 | 8 | 13 | 3.5 | 108 | 4 | -12 | 9 | -2.6 | -1.1 | 21*
- CCOC(=O)N(NC(=O)C(O)(CC(C)C)CC(C)C)c1ccccc1
  5.4 | -7 | -11 | -2.5 | 106 | 3 | -7 | 14 | 1.6 | -1.6 | -3
- Cc1ccccc1C(=O)NC1CCN(CC(=O)Nc2ccc(Br)cc2)CC1
  -1.0 | 89 | 7 | -0.8 | 95 | 1 | -5 | 19 | -1.4 | 3.9 | -8
- O=C(Oc1cc2oc(=O)c3c(c2cc1Cl)CCCC3)c1cccs1
  1.8 | 1 | -2 | 0.8 | 95 | -3 | 7 | -4 | 0.4 | 2.0 | -8
- Oc1ccc(N2CCN(c3nc(-c4cccs4)nc4ccccc34)CC2)cc1
  3.1 | -16 | -19 | 1.0 | 98 | 5 | -16 | -8 | 3.6 | 1.0 | -2
- COc1cccc(CNC(=O)CCC2CCCN(C/C=C/c3ccccc3OC)C2)c1 (configuration not stated)
  1.1 | -6 | 3 | -0.6 | 95 | -2 | 5 | -3 | -0.6 | -2.0 | -3
- CCCCN1C(=O)Nc2ccccc2S1=O (configuration not stated)
  3.7 | -22 | 5 | 1.4 | 98 | 2 | -5 | -10 | -0.8 | 0.2 | 11
- Cc1ccccc1NC(=O)NNC(=O)OC(C)(C)C
  1.1 | -3 | 6 | 0.5 | 98 | 6 | -17 | 15 | -1.0 | 2.3 | -3
- CCN(c1ccc(NC(=O)COC(=O)CCC(=O)c2ccc(F)cc2)cc1)C(C)C
  1.6 | -10 | -20 | -1.6 | 105 | 0 | -21 | 0 | 3.8 | -0.6 | 3
- CC(C)CCNc1c(-c2cccs2)nc2ccccn12
  2.7 | 39 | -3 | -2.6 | 101 | 3 | -8 | -6 | 0.5 | -1.5 | 1
- COC(=O)c1ccc(OS(=O)(=O)c2ccc(NC(C)=O)cc2)cc1
  1.6 | 21 | 9 | -0.5 | 103 | 2 | -9 | -5 | -1.7 | 4.5 | -4
- Cc1cc(Cl)c(S(=O)(=O)Nc2ccccn2)cc1OCC(N)=O
  1.9 | 2 | 11 | -0.6 | 91 | 2 | -8 | 22 | -2.1 | 0.3 | -7
- CC(C)N(CCCNC(=O)Cn1c(=O)c2cccn2c2ccc(F)cc21)Cc1ccccc1
  2.0 | 3 | 4 | -0.1 | 106 | 1 | -4 | -9 | -0.8 | 3.4 | 0
- O=C(CCNS(=O)(=O)c1ccc2[nH]c(=O)oc2c1)Nc1ccccc1
  . | 5 | 5 | -1.9 | 105 | -1 | 3 | 1 | -0.9 | -0.8 | 1
- CN(CC(O)COCc1ccc2c(c1)OCO2)C1CCCCC1 (configuration not stated)
  4.7 | -7 | -4 | -3.7 | 104 | 0 | 10 | -6 | 0.5 | 0.7 | 0
- CCOC(=O)C1=C(C)NC(=O)C1CC(=O)O (configuration not stated)
  4.0 | 74 | 18 | -2.0 | 103 | -1 | 4 | 17 | -3.4 | 0.3 | 7
- COc1cc2c(cc1OC)CC1(CCCCC1)N=C2
  3.6 | 6 | 15 | -0.3 | 108 | -2 | -13 | -6 | -3.0 | 0.6 | -1
- O=C(c1ccc(Br)o1)N1CCC(Cc2ccccc2)CC1
  4.8 | 21 | 0 | 1.5 | 105 | -1 | 12 | -20 | 0.0 | -0.1 | -9
- CC(c1ccccn1)N(CCN(C)C)C(=S)Nc1cccc(F)c1 (configuration not stated)
  . | 436* | -10 | -1.1 | 100 | 0 | -10 | -13 | 1.8 | -2.0 | -6
- Cc1noc(C)c1S(=O)(=O)N1CCC(C(=O)NC2CCN(Cc3ccccc3)CC2)CC1
  0.3 | -2 | -9 | -1.2 | 96 | -5 | 11 | . | 1.5 | -0.9 | 0
- Nc1c(N(Cc2ccco2)C(=O)c2cccc(Cl)c2)c(=O)[nH]c(=O)n1Cc1ccccc1
  2.2 | -20 | 16 | -2.5 | 99 | 5 | -4 | -6 | -4.0 | -0.1 | 3
- COc1ccc(CN(C)C(=O)c2ccc3c(=O)n4c(nc3c2)CCC4)cc1
  2.0 | -24 | 15 | 5.0 | 109 | 3 | -12 | -6 | -2.7 | -0.4 | 3
- O=C(NCCCN1CCN(c2ccccc2F)CC1)C1CCC(=O)N1C1CCCC1 (configuration not stated)
  . | -1 | -3 | -0.4 | 115 | 13 | -33 | 4 | 0.6 | 0.4 | 7
- CSCc1c(C(=O)OCC(=O)NC2CCCCC2)oc2ccccc12
  1.6 | 31 | 3 | 1.2 | 105 | -1 | -6 | . | -0.9 | -0.8 | -2
- COc1ccc(NC(=O)CCCn2cc([N+](=O)[O-])cn2)cc1
  1.5 | 1 | 11 | -0.5 | 116 | -3 | 8 | . | -2.4 | 0.6 | -5
- CC(C)c1cc(C(=O)N2CCCC(N3CCN(c4ccc(F)cc4)CC3)C2)n(C)n1 (configuration not stated)
  1.4 | . | 16 | . | 102 | 10* | -5 | 10 | -3.2 | . | 5
- O=c1[nH]ncc(N2CCCC2)c1Cl
  6.6 | -6 | 17 | 0.9 | 106 | -2 | 3 | -9 | -3.5 | 1.0 | -14
- C=C1CCN([C@H](C(=O)O)C(C)C)S(=O)(=O)c2ccccc21
  3.1 | -10 | 18 | -1.0 | 107 | 6 | -5 | . | -3.2 | -0.1 | 5
- Cc1ccc(CN2CCN(Cc3c[nH]c4ccccc34)CC2CCO)o1 (configuration not stated)
  1.7 | 24 | -4 | 0.0 | 92 | 3 | -7 | 4 | 0.7 | 4.7 | 0
- N#CCCCSc1nnnn1-c1cccc(Cl)c1
  2.1 | -9 | -1 | -1.9 | 90 | -1 | 18 | -12 | 0.2 | -0.5 | 2
- CCC(CO)Oc1cc(NC(=O)c2cccc(C)c2)c2ncn(C(C)C)c2c1 (configuration not stated)
  -5.6 | -6 | -4 | -10 | 104 | 12 | -36 | -4 | 0.7 | -7.3 | -3
- CCNC(=O)c1sc(=S)n(CC)c1N
  3.3 | 84 | 18 | 0.9 | 111 | 7 | -18 | -12 | -3.7 | 1.6 | 2
- CC(NC(=O)c1ccccc1OC(F)F)c1ccc(-n2ccnc2)cc1 (configuration not stated)
  1.5 | -5 | -11 | 0.4 | 105 | -2 | 14 | -2 | 2.0 | 2.1 | -14
- Cc1ccc(NC(=O)Cn2c(O)c(N=NS(=O)(=O)c3ccc(C)cc3)c3ccccc32)cc1
  1.1 | -5 | 53* | -1.1 | 100 | 5 | -14 | -6 | -8.8 | 1.9 | 2
- CCCc1cc(C(=O)Nc2nnc(C)s2)cs1
  5.8 | 4 | 11 | 1.1 | 100 | 4 | 5 | -19 | -1.9 | 0.0 | -9
- CCC1C(=O)N=C(SCC(=O)Nc2nc3ccccc3s2)NC1=O (configuration not stated)
  1.2 | -22 | 26 | 0.4 | 101 | -1 | -8 | 8 | -5.5 | 0.3 | 1
- COc1ccccc1N1CCN(C(=O)c2cc3cc(C)ccc3[nH]2)CC1
  0.6 | -19 | 6 | -2.1 | 111 | 3 | -12 | -5 | -1.4 | -3.1 | 1
- CCOC(=O)C1CCN(S(=O)(=O)Cc2ccc(Cl)cc2)CC1
  -0.5 | -7 | -10 | 1.1 | 96 | -1 | -11 | 8 | 1.8 | 1.8 | -1
- Cc1cc(Cl)c2oc(C(=O)N3CCCCC3CCN3CCCC3=O)c(C)c2c1 (configuration not stated)
  2.0 | 22 | 17 | 0.6 | . | -1 | 9 | 13 | -3.1 | 2.5 | -3
